# High-throughput results (PubChem BioAssay)
# IMPase Li cell: membrane-permeable IMPase blocker, potentiated with lithium; Potency, µM (series often up to 59.4 µM), for the others: top-dose activity, negative = IMPase inhibition, usual class: inhibitors; CHO-M1 cells, IP1 TR-FRET (IP-One), carbachol + lithium; 210,000 tested, 0.35% active; AID 1457;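 note: IP1 builds up when IMPase is blocked and the TR-FRET signal falls; potency is the fitted concentration of half-maximal effect; plate controls were basal vehicle for no effect and high inhibitor control for full effect; nearly all actives have a fitted effect of over 50% in size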
#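 CHO-M1, 2000 cells/well, 16–30 h culture; cpd + low Li+, 30 min 37C; lysis with d2-IP1/Eu-anti-IP1 Ab, 10 min RT; TR-FRET 665/620 ratio and 620 channel; AC50 via Hill.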
# CBFb-RUNX1 inh: inhibitors of human CBF-beta and RUNX1 interaction; Potency, µM (top dose mostly 59.8 µM), without a hit: at the highest dose activity, negative = inhibition, usual class: inhibitors; 230,000 tested, under 10 active; AlphaScreen CBFb-His/RUNX1-biotin binding, biochemical; note: % of control where 0% means no effect
# Target sequence (Q01196 whole entry, looked up): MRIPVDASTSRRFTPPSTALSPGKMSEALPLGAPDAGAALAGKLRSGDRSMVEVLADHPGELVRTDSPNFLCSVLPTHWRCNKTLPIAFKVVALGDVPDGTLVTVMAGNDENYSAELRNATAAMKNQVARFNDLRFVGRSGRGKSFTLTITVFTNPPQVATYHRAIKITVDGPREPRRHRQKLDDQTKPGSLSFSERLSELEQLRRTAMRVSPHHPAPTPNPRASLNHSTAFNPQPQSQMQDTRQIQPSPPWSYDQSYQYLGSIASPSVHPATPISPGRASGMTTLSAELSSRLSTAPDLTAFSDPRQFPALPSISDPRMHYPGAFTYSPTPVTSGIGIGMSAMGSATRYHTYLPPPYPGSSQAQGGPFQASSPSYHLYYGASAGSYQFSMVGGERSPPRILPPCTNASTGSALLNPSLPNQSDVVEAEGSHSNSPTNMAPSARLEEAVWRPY
# Target sequence (Q13951 whole entry, looked up): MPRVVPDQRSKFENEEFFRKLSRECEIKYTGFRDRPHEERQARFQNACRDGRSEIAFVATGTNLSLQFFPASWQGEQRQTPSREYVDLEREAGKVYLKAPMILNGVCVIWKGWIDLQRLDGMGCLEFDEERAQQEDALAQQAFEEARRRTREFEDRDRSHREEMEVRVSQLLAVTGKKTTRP
#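 CBFb-His/RUNX1-biotin, 30 nM each, preincubated 20 min RT; compound 15 min RT; Ni + streptavidin beads 50 ng each, 90 min RT; AlphaScreen read.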
# HttQ103 aggreg: inhibitors of mutant huntingtin aggregate formation in PC12 cells; 220,000 tested, 1.1% active; Potency, µM (doses to about 46.1 µM), for inactives: top-dose activity change, negative = inhibition, actives largely listed as inhibitors; AID 1688; PC12 HttQ103-GFP aggregates, Acumen cytometry, 40 h; note: potency is the fitted concentration of half-maximal effect; % is set by controls: 0 for no effect and ±100 for the full control effect; nearly all actives have a fitted effect of over 60% in size
#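 PC12 cells stably carrying ecdysone-inducible HTT exon 1 Q103–GFP were induced with tebufenozide (100 nM final) and treated with library compounds in titration. GFP aggregates in lysates were counted by laser scanning cytometry.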
# L3MBTL1 block: inhibitors of human L3MBTL1. AlphaScreen L3MBTL1–H3K9me1 peptide binding. Potency, µM (top dose mostly 57.1 µM), without a hit: top-dose activity, negative = inhibition, actives largely listed as inhibitors. 230,000 tested, 0.66% active; note: potency is the fitted concentration of half-maximal effect; % is set by controls: 0 for no effect and ±100 for the full control effect; nearly all actives have a fitted effect of over 60% in size
#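 Read-out is AlphaScreen signal from streptavidin donor and nickel chelate acceptor beads (10 ug/mL final each) bridging L3MBTL1 (50 nM) and biotinylated K9-monomethylated H3(1-15) peptide (75 nM), after 30 min compound exposure at room temperature.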
# Luc counter: Kinase-Glo luciferase inhibition (counter-screen). AID 1379. Kinase-Glo luciferase, ATP luminescence, 8 min. Potency, µM (titrated, usually from 38.3 µM), without a hit: at the top dose activity change, negative = inhibition, actives largely listed as inhibitors. 200,000 tested, 0.28% active. Q27757; note: potency is the fitted concentration of half-maximal effect; % is set by controls: 0 for no effect and ±100 for the full control effect; nearly all actives have a fitted effect of over 60% in size
#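 Kinase-Glo luciferase light output from ATP and luciferin was measured with 10 uM ATP, within the enzyme's linear range. Buffer: 50 mM imidazole pH 7.2, 50 mM KCl, 7 mM MgCl2, 0.01% Tween 20, 0.05% BSA; luminescence read after 8 min at ambient temperature.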
# NPSR antag: neuropeptide S receptor (human) antagonism, cAMP. Q6W5P4. CHO-NPSR cells, cAMP TR-FRET, antagonist mode. Potency, µM (highest dose often 38.3 µM), inactives show top-dose activity change, negative = inhibition, hits mostly inhibitors. 220,000 tested, 1% active; note: potency is the fitted concentration of half-maximal effect; % is set by controls: 0 for no effect and ±100 for the full control effect; nearly all actives have a fitted effect of over 50% in size; many of its hits are not listed in these tables
# Target sequence (Q6W5P4 whole entry, looked up): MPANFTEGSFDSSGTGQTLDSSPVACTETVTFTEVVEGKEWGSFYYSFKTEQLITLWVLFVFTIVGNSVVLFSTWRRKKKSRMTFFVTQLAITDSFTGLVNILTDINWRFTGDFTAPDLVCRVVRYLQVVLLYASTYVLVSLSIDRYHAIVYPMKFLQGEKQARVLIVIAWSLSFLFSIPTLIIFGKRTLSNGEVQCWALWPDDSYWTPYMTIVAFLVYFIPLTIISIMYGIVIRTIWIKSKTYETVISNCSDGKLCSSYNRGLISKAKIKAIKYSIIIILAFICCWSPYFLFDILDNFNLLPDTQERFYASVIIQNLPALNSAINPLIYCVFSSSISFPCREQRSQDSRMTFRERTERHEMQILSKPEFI
# Epigenetic derep: derepresses silenced GFP reporter in murine cells | murine LDR cells, GFP reporter derepression, 30 h | Potency, µM (highest dose often 53.9 µM), without a hit: at the top dose GFP activation, hits mostly activators | 280,000 tested, 0.2% active; note: potency is the fitted concentration of half-maximal effect; % of control where 0% means no effect; nearly all actives have a fitted effect of over 60% in size
#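 Murine LDR cells bearing a silenced CMV-driven GFP reporter were exposed to compound for 30 h at 37 C. After PBS washes, GFP-positive cells (20-120 um objects) counted by laser-scanning microplate cytometry.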
# An asterisk follows results filed as active; ? = inconclusive; . = no result given; [ ] = another dose, or the depositor's remark. Calls come from the whole dose curve; as a rule, active = well fitted curve in the direction sought with a large enough effect; inconclusive = small, poorly fitted or top-dose-only effect, or another doubt; inactive = no such curve, though single readings can be large; an effect the other way counts as inactive or inconclusive. Some of the compounds tested; rates above refer to the full screens.
SMILES,IMPase Li cell,CBFb-RUNX1 inh,HttQ103 aggreg,L3MBTL1 block,Luc counter,NPSR antag,Epigenetic derep
CCOC(=O)N1CCN(C(=O)COc2cc(=O)n(CC)c3ccccc23)CC1,1%[38.3 µM],2%,15%,4%,1%,-3%[46.1 µM],-1.0%
CCS(=O)(=O)NCCc1ccc(OC)c(OC)c1,10%[38.3 µM],10%,1%,9%[11.4 µM],0%,-11%[46.1 µM],-2.0%
O=C1CCC(=O)N1c1cccc(-c2nc3ccccc3o2)c1,-10%[38.3 µM],2%,1%,.,-4%,19%[46.1 µM],-1.4%
CC(C)[C@H](NC(=O)[C@@H]1Cc2ccccc2CN1C(=O)OC(C)(C)C)C(=O)NCC1CCC(C(=O)O)CC1 (some centres not stated),.,3%,-7%[9.22 µM],7%,.,4%,0.0%
N#C/C(=C\c1cc([N+](=O)[O-])ccc1Cl)C(N)=O,14%,8%,6%,-2%,0%,-5%,1.2%
CCS(=O)(=O)c1ccc2oc(Nc3ccc(C(C)(C)C)cc3)nc2c1,4%,6%,-24%,.,8%,-37%,14%
CC1CCCC(NC(=O)Cn2cc3c(n2)CCCCC3)C1C (configuration not stated),-12%[38.3 µM],-3%,-14%,.,-2%,-12%[46.1 µM],2.9%
Cc1ccc(-n2c(O)c(C=NCc3ccccn3)c3ccccc3c2=O)cc1,7%,?,-29%,-9%,1%,-10%,-1.1%
Cc1cc(-c2ccccc2)nc(Oc2ccc(C(C)(C)C)cc2)c1S(C)(=O)=O,4%[38.3 µM],15%,-1%,9%,-4%,?,0.0%
CC(=O)Nc1ccc(C(=O)Nc2nc(-c3ccccn3)cs2)cc1,-1%,?,?,-44%,0%,-7%,-1.1%
COCC(C)n1c(-c2ccc3c(c2)NC(=O)CO3)csc1=Nc1ccc(OC(F)F)cc1 (configuration not stated),64%[activator][38.3 µM],-23%,?,.,-4%,10µM*,-0.1%
CCOC(=O)CC(=O)Nc1nc2ccccc2s1,7%[38.3 µM],-4%,14%,5%,-3%,4%[46.1 µM],0.0%
CCCCOc1ccc(OC(=O)c2cccnc2)cc1,1%[38.3 µM],3%,-24%,8%,1%,-1%[46.1 µM],-1.1%
S=C(Nc1ccc(Cl)c(Cl)c1)NC1CCN(Cc2ccccc2)CC1,3%,-6%,-17%,25%,0%,7%[46.1 µM],19%
COc1cc(C)c(S(=O)(=O)Nc2ccc(CC(=O)O)cc2)cc1C,-2%,5%,-8%,3%,-2%,1%[46.1 µM],-2.0%
CCCCCc1ccc(OCCCC[n+]2ccc(C)cc2)c(CCCCC)c1,21%,3%,?,14%,-2%,?,-0.8%
O=C1CCCC2=C1C(c1ccccc1)NC(=S)N2 (configuration not stated),-1%,17%,3%,1%,0%,4%,0.0%
NC(N)=Nc1cc2ccccc2c2ccccc12,.,-2%,21%[9.22 µM],-8%,.,18%,0.0%
CN(C)c1nc(SCCOC(=O)Nc2ccccc2)nc(N(C)C)n1,.,18%,-21%,6%,.,-15%[46.1 µM],-1.8%
CSc1ncccc1C(=O)OCc1ccc([N+](=O)[O-])cc1,2%,-16%,-19%,?,-4%,-18%,-0.4%

# Some of the entries so far, with each value named:
CCOC(=O)N1CCN(C(=O)COc2cc(=O)n(CC)c3ccccc23)CC1
  IMPase Li cell = 1%[38.3 µM]
  CBFb-RUNX1 inh = 2%
  HttQ103 aggreg = 15%
  L3MBTL1 block = 4%
  Luc counter = 1%
  NPSR antag = -3%[46.1 µM]
  Epigenetic derep = -1.0%

CCS(=O)(=O)NCCc1ccc(OC)c(OC)c1
  IMPase Li cell = 10%[38.3 µM]
  CBFb-RUNX1 inh = 10%
  HttQ103 aggreg = 1%
  L3MBTL1 block = 9%[11.4 µM]
  Luc counter = 0%
  NPSR antag = -11%[46.1 µM]
  Epigenetic derep = -2.0%

# Further records follow.
SMILES,IMPase Li cell,CBFb-RUNX1 inh,HttQ103 aggreg,L3MBTL1 block,Luc counter,NPSR antag,Epigenetic derep
CCC(=O)Nc1nc(=S)ss1,32%[activator][38.3 µM],-3%,2%,.,3%,-9%[46.1 µM],-2.6%
CC1CCC/C(=N\NC(=S)NCc2ccccc2)C1 (configuration not stated),14%[38.3 µM],-5%,?,.,-2%,-7%[46.1 µM],0.0%
COc1ccc(-c2cc(CCCC(=O)NCc3ccccn3)no2)cc1,15%[38.3 µM],-2%,9%,-1%,1%,-9%[46.1 µM],1.0%
OCc1cn(-c2ccccc2)nc1-c1cc2ccccc2o1,-9%,0%,9%[9.22 µM],43%,4%,-17%,-0.1%
O=C(NC(=S)Nc1ncccn1)c1ccccc1Cl,1%,3%,28%,2%,1%,14%,-1.8%
CC(=O)C(Sc1ncnc2sc3c(c12)CCCC3)C(C)=O,-6%,-13%,-29%,-6%,2%,1%,-1.9%
CCCOc1ccc(Cn2ccnc2)cc1[N+](=O)[O-],-2%,-9%,9%,0%,3%,14%,0.0%
Cc1c(N/C=C(\Cl)C(=O)C(F)(F)F)c(=O)n(-c2ccccc2)n1C,1%,-12%,7%,.,-4%,8%,6.1%
Cc1cccc(NC(=O)c2ccc([N+](=O)[O-])o2)c1C,-10%,-1%,24%,.,7%,0%,0.0%
CCC(C)N1C(=O)N(C)C2NC(=O)NC21 (configuration not stated),-1%,2%,10%[9.22 µM],8%,-1%,11%,0.9%
CN(CC(=O)OCC(=O)c1c(N)n(C)c(=O)n(C)c1=O)S(=O)(=O)c1ccc(Cl)cc1,.,4%,1%,13%,.,-1%[46.1 µM],-0.9%
CCCn1c(NC(=O)c2ccc(Br)cc2)nc2ccccc21,28µM*,3%,-30%,.,-5%,?,-3.0%
O=C(NNC(=S)NC1CCCCC1)c1ccccc1O,0%,-3%,10µM*,-11%,4%,5%,-3.2%
Cn1c(=O)c2c(nc(OCc3cccnc3)n2Cc2ccccc2)n(C)c1=O,39%[activator][38.3 µM],4%,13µM*,7%,-2%,-4%[46.1 µM],6.3%
CN(C)c1ccc(-c2nc(Nc3ccncc3)c3ccccc3n2)cc1,7%,.,.,.,-8%,.,-1.1%
COc1ccccc1C(=O)O/N=C(\c1ccccc1)c1ccncc1,-1%,-8%,-5%,.,3%,-33%,2.6%
CCN(CC)CCCNC(=O)C1c2ccccc2C(=O)N(C)C1c1ccc(OC)cc1 (configuration not stated),-17%[38.3 µM],2%,6%,4%,-2%,-13%[46.1 µM],0.0%
CC(Oc1ccc2ccc(=O)oc2c1)C(=O)c1ccccc1 (configuration not stated),-4%,16%,?,5%,-1%,11%,-1.3%
O=C(Cc1c(F)cccc1Cl)Nc1ccccc1N1CCCCC1,11%,?,-5%,.,-3%,?,-2.7%
CSc1ccccc1NC(=O)CN1CCCCC1,18%,10%,5%,-1%,4%,12%,-1.8%
COc1ccc2c(-c3ccccc3)cc(SCC(=O)N(C)C)nc2c1,10%,5%,-6%,-5%,2%,?,-1.4%
CN(C)S(=O)(=O)c1ccc(C(=O)NC2CCCc3ccccc32)cc1 (configuration not stated),13%,1%,-4%,.,1%,1%,?
CC1CCN(S(=O)(=O)N2CCC(C(=O)NCc3ccc4c(c3)OCO4)CC2)CC1,-4%,0%,5%,-1%,3%,3%,1.0%
CCOc1ccc(N(CC(=O)Nc2ccc(C)cc2)S(=O)(=O)c2c(C)[nH]c(=O)[nH]c2=O)cc1,.,-2%,27%[9.22 µM],.,.,6%,-4.8%
Cc1ccc(-n2nnnc2SCC(=O)c2cc(C)n(-c3cc(C)on3)c2C)c(C)c1,0%[38.3 µM],-28%,-25%,-29%,-9%,?,?
Cc1cc(=O)n(CCO)c(O)c1C#N,9%[38.3 µM],8%,18%,.,2%,-17%[46.1 µM],0.0%
CCOc1ccc(CCNC(=O)C2CCCN(c3nn4c(=O)cc(C)nc4s3)C2)cc1OCC (configuration not stated),21%[38.3 µM],2%,-7%,.,2%,-10%[46.1 µM],0.2%
O=C(Oc1ccc(-c2nnco2)cc1)N1CCOCC1,-5%,2%,1%,?,-2%,-1%[46.1 µM],-1.0%
O=C(CN1CCCCC1)Nc1ccc(C(F)(F)F)cc1Cl,.,12%,-4%[9.22 µM],13%,.,0%[7.67 µM],-0.3%
CCOC(=O)C1=C(c2ccccc2)NC(=S)NC1c1cccc([N+](=O)[O-])c1 (configuration not stated),.,-6%,-10%,7%,.,1%[46.1 µM],1.0%
Cc1cccc(N2C(=O)CS/C2=N\NC(=O)c2ccc(Br)cc2)c1C,-2%,10%,-7%,1%,3%,-4%[46.1 µM],2.0%
C=CC[C@H](N)C(=O)O,-6%,2%,.,.,-2%,-4%[46.1 µM],0.0%
CCOc1ccccc1NC1=C(Cl)C(=O)N(c2ccc(OC)cc2)C1=O,19%,-1%,19%,-4%,3%,-11%,1.8%
CCOc1ccccc1CN1CCN(Cc2ccon2)CC1CCO (configuration not stated),.,10%,8%[9.22 µM],-4%,.,29%,3.3%
O=C(O)c1ccc(O)c(N2C(=O)Nc3ccccc3N2O)c1,-2%,?,9%,-13%,2%,15%,-1.8%
Cc1ccc(OCC(=O)N2CCN(C(=O)c3cccs3)CC2)cc1,13%[38.3 µM],-2%,-4%,.,2%,-4%[46.1 µM],0.0%
CCN(CC)S(=O)(=O)c1ccc(Cl)c(NC(=O)COC(=O)c2ccc([N+](=O)[O-])o2)c1,.,-2%,2%[9.22 µM],.,.,7%,0.0%
N#CC(/C(=N/S(=O)(=O)c1cccs1)c1ccccc1)c1nc2ccccc2[nH]1 (configuration not stated),7%[38.3 µM],-2%,?,.,-2%,?,-0.3%
COc1ccc(C(C)=O)cc1COC(=O)c1ccc2ccccc2n1,25%,9%,13%,5%,7%,-3%,-2.9%
CCOc1cc(CNC(=O)CN2C(=O)c3ccccc3S2(=O)=O)ccc1OC,-5%[38.3 µM],-14%,?,.,3%,-1%[46.1 µM],1.2%
CCC(C)(C)NC(=O)CN(C(=O)CCC(=O)Nc1ccccn1)c1ccc(F)c(Cl)c1,22%[38.3 µM],10%,8%,.,-2%,9%[46.1 µM],0.0%
Cc1nnc(SCC(=O)Nc2nnc(SCc3cccc(Br)c3)s2)s1,0%,-1%,9%,-7%,4%,12%,0.0%
Cc1ccc(C(=O)Nc2ccccc2C(=O)N2CCOCC2)cc1[N+](=O)[O-],-1%,-7%,19%,3%,-1%,27%,0.0%
CCOC(=O)c1cc2c(n(-c3ccc(Cl)cc3)c1=O)CCCC2=O,0%,-1%,-8%,.,-2%,-5%,-0.1%
